High-throughput results from PubChem.
Arrestin-AP2 inh = inhibitors of human beta-arrestin and AP2 interaction | FITC-arrestin peptide / GST-AP2 beads, flow cytometry; AP2 beta2 appendage carries R879A mutation | inhibition, % at 10 µM | 340,000 tested, 0.31% active;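 active = inhibition above a set limit, near 3 SD of compounds lacking own fluorescence, cut at about 54% in these data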;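 note: plate controls were DMSO wells for no effect and 5 µM unlabelled arrestin peptide for full effect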
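Material – AP2 appendage R879A on GSH beads · Buffer or medium – PBS with 0.05% Tween 20 and 0.1% BSA · Probe or stimulus – fluorescein-tagged arrestin peptide at 50 nM final · Incubation – compound with beads 12 min RT, then probe 1 h RT · Detection – high-throughput flow cytometry of beads, ex 488, em 535 nm · Evaluation – percent response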
Pemphigus Ab inh = inhibitors of pemphigus antibody binding to human desmoglein-3; DSG3-coupled beads, scFv-anti-DSG3-GFP binding, flow cytometry; hits give low values; AID 588358; 310,000 tested, 0.48% active; binding (percent of control), % at 10 µM;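 active = binding more than 3 SD below its plate's average and above zero; inconclusive = below that plate limit but binding exactly zero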;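 note: hits lower antibody fragment binding to DSG3; some compounds called inactive have numbers as strong as hits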
SR-BI DiI-HDL act = activators of SR-BI mediated HDL lipid uptake; CHO ldlA[mSR-BI] cells, DiI-HDL uptake fluorescence, 3 h; 100 = double the neutral-control signal; activation, % at 12.5 µM; 320,000 tested, 0.096% active; AID 504775;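 active = mean replicate activation of at least 60% and every replicate at or above 60%; inconclusive = mean or all-replicate condition met, but not both; inactive = mean below 60% and not all replicates reaching 60%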;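 note: 0% = median plate neutral-control signal and 100% = twice that signal; values of inactives mirror those of a sister screen read the other way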
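Assay system: LDL receptor-deficient CHO ldlA cells overexpressing murine SR-BI / Medium: BSA-supplemented, HEPES-buffered Ham's F12, pH 7.4 / Probe or stimulus: DiI-labelled HDL at 10 µg/mL final / Timing: compound with DiI-HDL co-incubation, 3 h at 37 °C / Technique: bottom-read cell fluorescence after medium removal, ex 550/em 595 nm / Measure: HDL uptake via cellular fluorescence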
NSD2 HMT inh = NSD2 (human) methyltransferase inhibition; O96028; 310,000 tested, 0.54% active; NSD2 peptide methylation, AlphaScreen, 120 min; AID 743445; inhibition, % at 12.5 µM; in the data active = inhibition above about 50%
PKA-R2B activ = PKA-R2B complex activation. PKA-R2B holoenzyme dissociation, Cy5-IP20 fluorescence polarization; R2B truncated from residue 108, S112A mutant; 0% DMSO only, 100% 113 µM cGMP. activation, % at 11.4 µM. 340,000 tested, 0.079% active. P22694+P31323;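 active = activation above a cutoff set at the mean over all compounds plus 3 SD, cut at about 18% in these data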;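 note: higher means more holoenzyme dissociation and a rise in polarization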
Target sequence (P31323 whole entry, looked up, other chains not shown, the tested form may be a part): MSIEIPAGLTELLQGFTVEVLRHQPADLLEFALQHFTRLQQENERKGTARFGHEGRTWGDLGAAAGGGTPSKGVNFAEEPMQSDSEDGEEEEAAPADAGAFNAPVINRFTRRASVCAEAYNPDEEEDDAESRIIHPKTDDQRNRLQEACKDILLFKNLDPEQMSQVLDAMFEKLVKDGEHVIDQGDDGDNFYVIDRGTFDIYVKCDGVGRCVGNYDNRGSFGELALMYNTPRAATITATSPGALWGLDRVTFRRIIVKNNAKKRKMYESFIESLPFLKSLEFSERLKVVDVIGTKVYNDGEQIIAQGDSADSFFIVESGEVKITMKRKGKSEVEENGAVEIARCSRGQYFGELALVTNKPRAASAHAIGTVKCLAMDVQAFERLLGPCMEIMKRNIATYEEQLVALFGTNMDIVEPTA
dFosB act = enhances mouse delta FosB homodimer DNA binding. purified delta FosB, TAMRA-CDK5 oligo fluorescence polarization; percent of positive-control signal above neutral wells. activation, % at 25 µM. 340,000 tested, 0.99% active;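 active = mean activation above about 17%, with every replicate also reaching it, limit read from the data, passing the limit was not always enough; inconclusive = only one of the two conditions met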;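 note: fluorescence polarization rise as delta FosB binds a TAMRA Cdk5 AP-1 oligo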
PKA-R1A act = activates the PKA-R1A holoenzyme complex | PKA-R1A dissociation, Cy5-IP20 fluorescence polarization; scaled: DMSO 0%, 113 µM cGMP 100% | activation, % at 11.4 µM | 340,000 tested, 0.083% active | AID 504707;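 active = percent activation above the mean of all tested compounds plus 3 SD, cut at about 19% in these data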;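 note: higher means more PKAc released from R1A so a rise in polarization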
Mot1-301 SUMO = inhibitors of SUMOylation pathway: yeast Mot1-301 growth rescue | S. cerevisiae Mot1-301 growth rescue, ATP luminescence, 38.5C; percent above DMSO median, 100 means doubled | growth rescue, % at 18.8 µM | 320,000 tested, 1% active | AID 2716;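 active = every valid replicate shows activation above 250% relative to neutral control wells; inactive = the rest, any valid replicate at or below 250%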;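 note: OY570 slx delta 5 strain wells were the positive control but not used for scaling; some compounds called inactive have numbers as strong as hits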
MITF TRPM1 HTS = activators of MITF-driven TRPM1 promoter activity in SK-MEL-5 cells; AID 588334; activation, % at 12.5 µM; 300,000 tested, 0.75% active; SK-MEL-5 TRPM1-promoter luciferase, 24 h; % of positive control, neutral wells = 0;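 active = mean activation of at least 80% with every replicate also reaching 80%; inconclusive = mean reaches 80% but some replicate falls short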;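 note: 0% = neutral control wells and 100% = parthenolide positive control wells; values of inactives mirror those of a sister screen read the other way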
SR-BI DiI inh = blocks mouse SR-BI lipid uptake from DiI-HDL; ldlA[mSR-BI] CHO cells, DiI-HDL uptake fluorescence, 3 h; inhibition, % at 12.5 µM; 320,000 tested, 0.96% active; AID 488896;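 active = mean replicate inhibition of at least 70% and a set share of replicates each scoring 70 or more; inconclusive = meets just one of the two criteria; inactive = fails both criteria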;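 note: 0% = median of neutral control wells and 100% = median of positive control wells; values of inactives mirror those of a sister screen read the other way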
CDK5 p35 inh = blocks human CDK5/p35 kinase activity. Q00535+Q15078. Recombinant CDK5/p35, ADP-Glo luminescence, 60 min. inhibition, % at 10 µM. 330,000 tested, 0.01% active. AID 488839;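 active = highest replicate inhibition of at least 50% and at least 75% of replicates reaching 50%; inconclusive = only one of the two criteria met; inactive = both criteria failed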;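 note: plate controls were DMSO neutral control for no effect and GW8510 at 10 µM for full effect; many of its hits are not listed in these tables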
Target sequence (Q00535 whole entry, looked up): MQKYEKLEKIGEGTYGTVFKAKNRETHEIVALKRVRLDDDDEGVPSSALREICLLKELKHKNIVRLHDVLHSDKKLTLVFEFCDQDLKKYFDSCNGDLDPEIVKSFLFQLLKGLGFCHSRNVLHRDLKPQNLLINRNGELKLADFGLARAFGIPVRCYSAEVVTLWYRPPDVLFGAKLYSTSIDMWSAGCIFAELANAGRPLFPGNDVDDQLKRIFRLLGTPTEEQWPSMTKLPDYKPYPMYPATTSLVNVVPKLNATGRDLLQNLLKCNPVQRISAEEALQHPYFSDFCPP
Target sequence (Q15078 whole entry, looked up): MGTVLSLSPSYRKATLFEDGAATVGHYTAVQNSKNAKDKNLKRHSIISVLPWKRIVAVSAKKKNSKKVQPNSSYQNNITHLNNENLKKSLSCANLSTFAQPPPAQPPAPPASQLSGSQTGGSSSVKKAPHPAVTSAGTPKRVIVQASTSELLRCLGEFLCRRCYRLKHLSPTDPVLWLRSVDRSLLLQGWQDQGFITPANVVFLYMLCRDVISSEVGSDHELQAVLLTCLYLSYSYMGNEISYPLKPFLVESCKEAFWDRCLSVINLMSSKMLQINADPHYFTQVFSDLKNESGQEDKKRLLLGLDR
Numbers without * were called inactive.

CC1CN(c2cc(=O)n(-c3ccc(Cl)cc3)c(=O)[nH]2)CC(C)O1 (configuration not stated) was read as Arrestin-AP2 inh 13, Pemphigus Ab inh 102, SR-BI DiI-HDL act 17, PKA-R2B activ -4, dFosB act 0, PKA-R1A act -10, SR-BI DiI inh -17 and CDK5 p35 inh 2.3.
Screening O=c1[nH]c(-c2ccccc2Cl)nc2c1sc(=S)n2-c1ccccc1 returned Arrestin-AP2 inh 2, Pemphigus Ab inh 96, SR-BI DiI-HDL act -3, NSD2 HMT inh 6, PKA-R2B activ 4, dFosB act -1, PKA-R1A act 3, MITF TRPM1 HTS -17, SR-BI DiI inh 3 and CDK5 p35 inh 0.2.
For C/C=C/COc1nc2c(c(=O)n(C)c(=O)n2C)n1C the results were Arrestin-AP2 inh 8, SR-BI DiI-HDL act 13, NSD2 HMT inh 6, PKA-R2B activ -5, dFosB act -5, PKA-R1A act -12, Mot1-301 SUMO 175, MITF TRPM1 HTS 16, SR-BI DiI inh -13 and CDK5 p35 inh -1.2.
Cc1cccc(CN(C)C)c1CC(O)(c1ccccc1)c1ccccc1 was read as Arrestin-AP2 inh 22, SR-BI DiI-HDL act -1, NSD2 HMT inh -5, PKA-R2B activ 6, dFosB act 2, PKA-R1A act 6, MITF TRPM1 HTS -1, SR-BI DiI inh 1 and CDK5 p35 inh -0.2.
For CCC(CO)n1c(SCc2cc(=O)oc3cc(C)ccc23)nc2ccccc2c1=O (configuration not stated) the results were Arrestin-AP2 inh 0, Pemphigus Ab inh 103, SR-BI DiI-HDL act 8, NSD2 HMT inh -1, PKA-R2B activ 2, dFosB act -7, PKA-R1A act -10, Mot1-301 SUMO 9, SR-BI DiI inh -8 and CDK5 p35 inh 2.0.
CC(=O)OC(C(=O)NC1CCCCC1)c1ccc(Cl)c(Cl)c1 (configuration not stated) was read as Arrestin-AP2 inh 3, Pemphigus Ab inh 103, SR-BI DiI-HDL act 13, NSD2 HMT inh -4, PKA-R2B activ -3, dFosB act -1, PKA-R1A act 2, Mot1-301 SUMO -1, MITF TRPM1 HTS 6, SR-BI DiI inh -13 and CDK5 p35 inh 0.6.
For CCn1c(NCc2ccc(OC)cc2)nc2ccccc21 the results were Arrestin-AP2 inh 24, Pemphigus Ab inh 105, SR-BI DiI-HDL act -18, NSD2 HMT inh -3, PKA-R2B activ -3, dFosB act -9, PKA-R1A act -4, Mot1-301 SUMO -2, MITF TRPM1 HTS 21, SR-BI DiI inh 18 and CDK5 p35 inh -1.4.
For N#Cc1ccc(NC(=O)CSc2cn[nH]n2)cc1 the results were Arrestin-AP2 inh 4, Pemphigus Ab inh 107, SR-BI DiI-HDL act 35, NSD2 HMT inh -5, PKA-R2B activ -3, dFosB act 1, PKA-R1A act -1, Mot1-301 SUMO 3, MITF TRPM1 HTS 7, SR-BI DiI inh -35 and CDK5 p35 inh -0.2.
For CC(=O)N1CCC2(CC1)CC(=O)c1cc(OCC(=O)N3CCCC3)ccc1O2 the results were Arrestin-AP2 inh 7, Pemphigus Ab inh 98, SR-BI DiI-HDL act 5, NSD2 HMT inh -6, PKA-R2B activ -14, dFosB act -7, PKA-R1A act -9, Mot1-301 SUMO 488*, MITF TRPM1 HTS 2, SR-BI DiI inh -5 and CDK5 p35 inh -1.3.
O=C(NN1C(=O)c2ccccc2C1=O)c1ccncc1 was read as Arrestin-AP2 inh -3, Pemphigus Ab inh 103, SR-BI DiI-HDL act 17, NSD2 HMT inh -2, PKA-R2B activ -1, dFosB act -1, PKA-R1A act -3, Mot1-301 SUMO 6, MITF TRPM1 HTS -7, SR-BI DiI inh -17 and CDK5 p35 inh -0.5.
Screening O=C(Nc1nc2nc(-c3ccccc3)cc(-c3ccccc3)n2n1)c1ccco1 returned Arrestin-AP2 inh 29, Pemphigus Ab inh 102, SR-BI DiI-HDL act -35, NSD2 HMT inh -3, PKA-R2B activ 11, dFosB act 68*, PKA-R1A act -2, Mot1-301 SUMO 75, MITF TRPM1 HTS 16, SR-BI DiI inh 35 and CDK5 p35 inh 0.9.
O=C(CCC(=O)N/N=C/c1c[nH]c2ccccc12)NCc1ccccc1 was read as Arrestin-AP2 inh -7, SR-BI DiI-HDL act -7, NSD2 HMT inh -1, PKA-R2B activ 6, dFosB act 0, PKA-R1A act 10, Mot1-301 SUMO 264, MITF TRPM1 HTS 2, SR-BI DiI inh 7 and CDK5 p35 inh 1.0.
CCn1c(=O)cc(SCC(=O)Nc2ccc(OC)c(OC)c2)c2ccccc21 was read as Arrestin-AP2 inh -6, SR-BI DiI-HDL act -61, NSD2 HMT inh -3, PKA-R2B activ 1, dFosB act -18, PKA-R1A act 5, Mot1-301 SUMO -30, SR-BI DiI inh 61 and CDK5 p35 inh -3.5.
Screening Cc1ccc(/C=N/NC(=O)c2ccccc2OCc2cccc(Br)c2)o1 returned Arrestin-AP2 inh -4, Pemphigus Ab inh 107, SR-BI DiI-HDL act -26, NSD2 HMT inh 4, dFosB act -8, Mot1-301 SUMO 552, MITF TRPM1 HTS 6, SR-BI DiI inh 26 and CDK5 p35 inh 0.2.
CCOC(=O)c1c[nH]c2ccc3ccccc3c2c1=O was read as Arrestin-AP2 inh 0, Pemphigus Ab inh 111, SR-BI DiI-HDL act 24, NSD2 HMT inh 1, PKA-R2B activ 6, dFosB act -12, PKA-R1A act 5, Mot1-301 SUMO -15, SR-BI DiI inh -24 and CDK5 p35 inh 0.0.
Screening Cc1ccc(-n2c(COc3cccc(C)c3)n[nH]c2=S)cc1 returned Arrestin-AP2 inh -31, Pemphigus Ab inh 113, SR-BI DiI-HDL act -8, NSD2 HMT inh 2, PKA-R2B activ -12, dFosB act -9, PKA-R1A act -15, Mot1-301 SUMO -13, MITF TRPM1 HTS -1, SR-BI DiI inh 8 and CDK5 p35 inh -1.0.
`CCN(CC)S(=O)(=O)c1cccc(-c2nnc(SCCCC(=O)c3ccc(F)cc3)o2)c1` gave Arrestin-AP2 inh -10, SR-BI DiI-HDL act -13, NSD2 HMT inh 127*, PKA-R2B activ -9, dFosB act -9, PKA-R1A act -7, Mot1-301 SUMO 9, SR-BI DiI inh 13 and CDK5 p35 inh 0.1.
Screening COCCN(CCOC)Cc1c(C)[nH]c2c(C)c(C)ccc2c1=O returned Arrestin-AP2 inh 5, Pemphigus Ab inh 96, SR-BI DiI-HDL act 20, NSD2 HMT inh -1, PKA-R2B activ 6, dFosB act -5, PKA-R1A act 7, Mot1-301 SUMO 103, MITF TRPM1 HTS 6, SR-BI DiI inh -6 and CDK5 p35 inh -3.6.
For c1ccc(NC2=NCCN2CC2CCCC2)cc1 the results were Arrestin-AP2 inh 21, Pemphigus Ab inh 99, SR-BI DiI-HDL act 20, PKA-R2B activ 3, dFosB act -2, PKA-R1A act 9, Mot1-301 SUMO 58, MITF TRPM1 HTS 13, SR-BI DiI inh -20 and CDK5 p35 inh -0.3.
`CN(C)c1ccc(CNC(=O)CCS(=O)(=O)c2ccc3c(c2)n(C)c(=O)c(=O)n3C)cc1` gave Arrestin-AP2 inh -2, Pemphigus Ab inh 109, SR-BI DiI-HDL act 0, PKA-R2B activ -7, dFosB act 2, PKA-R1A act -4, Mot1-301 SUMO -7, SR-BI DiI inh 0 and CDK5 p35 inh -5.1.
Screening CCN(CC)S(=O)(=O)c1ccc2[nH]cc(C(=O)NC3CC3)c(=O)c2c1 returned Arrestin-AP2 inh -16, Pemphigus Ab inh 95, SR-BI DiI-HDL act 1, NSD2 HMT inh 5, PKA-R2B activ -6, dFosB act -11, PKA-R1A act 2, Mot1-301 SUMO -9, MITF TRPM1 HTS -4, SR-BI DiI inh -1 and CDK5 p35 inh -1.3.
Screening O=C(CC(NC(=O)OCc1ccccc1)C(=O)OCc1ccccc1)OCc1ccccc1 (configuration not stated) returned Arrestin-AP2 inh -9, Pemphigus Ab inh 91, SR-BI DiI-HDL act -5, NSD2 HMT inh -1, PKA-R2B activ -10, dFosB act -3, PKA-R1A act 1, MITF TRPM1 HTS 9, SR-BI DiI inh 5 and CDK5 p35 inh 0.3.
For COc1ccc(-n2c(SCC(=O)Nc3ccccc3)nnc2-c2ccc(NS(=O)(=O)c3ccc(C)cc3)cc2)cc1 the results were Arrestin-AP2 inh 5, SR-BI DiI-HDL act -27, NSD2 HMT inh 23, PKA-R2B activ -5, dFosB act inconclusive, PKA-R1A act 3, Mot1-301 SUMO 190, MITF TRPM1 HTS -6 and SR-BI DiI inh 27.
For Cc1ccc(C2(c3ccccc3)NC(=O)N(CC(=O)NC3CCCCC3)C2=O)cc1C (configuration not stated) the results were Arrestin-AP2 inh -1, Pemphigus Ab inh 101, SR-BI DiI-HDL act -6, NSD2 HMT inh 2, PKA-R2B activ -14, dFosB act -8, PKA-R1A act -4, MITF TRPM1 HTS -2, SR-BI DiI inh 6 and CDK5 p35 inh 1.9.
For Cc1ccc(C)c(-c2cc(C(=O)N/N=C/c3cccnc3)c3ccccc3n2)c1 the results were Arrestin-AP2 inh -8, Pemphigus Ab inh 105, SR-BI DiI-HDL act -26, NSD2 HMT inh 4, PKA-R2B activ -6, dFosB act -17, PKA-R1A act -2, Mot1-301 SUMO -4, MITF TRPM1 HTS 2, SR-BI DiI inh 26 and CDK5 p35 inh 0.8.
For O=C(CSc1nnc(-c2ccccc2)o1)Oc1ccc(Br)cc1 the results were Arrestin-AP2 inh -6, Pemphigus Ab inh 99, SR-BI DiI-HDL act -8, NSD2 HMT inh -2, PKA-R2B activ -3, dFosB act 1, PKA-R1A act 6, Mot1-301 SUMO -2, MITF TRPM1 HTS 4, SR-BI DiI inh 8 and CDK5 p35 inh 0.0.
For CCOc1ccc(-c2noc(CCCC(N)=O)n2)cc1OC the results were Arrestin-AP2 inh -11, Pemphigus Ab inh 105, SR-BI DiI-HDL act 2, NSD2 HMT inh 3, PKA-R2B activ 1, dFosB act -5, PKA-R1A act 8, Mot1-301 SUMO -10, MITF TRPM1 HTS 1, SR-BI DiI inh -2 and CDK5 p35 inh -1.0.
`CCCNC(=O)c1ccc2c(=O)n(Cc3ccco3)c(=S)[nH]c2c1` gave Arrestin-AP2 inh -7, SR-BI DiI-HDL act -6, NSD2 HMT inh 4, PKA-R2B activ -8, dFosB act 1, PKA-R1A act -4, Mot1-301 SUMO 82, MITF TRPM1 HTS 1, SR-BI DiI inh 6 and CDK5 p35 inh -0.1.

No enrichment for hits. About 4.7% of those tested had a hit in this group.
